Bioassay records deposited in PubChem BioAssay by several laboratories.
Rac1 wt GTP bind = alters GTP binding to wildtype human Rac1; 0.27% of 190,000 active; GST-Rac1 beads, fluorescent GTP binding, flow cytometry; actives lie on both sides; 0 = cold GTP competed, 100 = untreated; AID 757; GTP binding activity (% of control), % at 10 µM;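 active = GTP binding activity at least 20 points away from the 100% control level, either lower or higher; inconclusive = compound flagged as likely green fluorescent, judged across all proteins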
Mcl1-Bid inh = disrupts binding of human Mcl-1 to Bid peptide. TR-FRET Mcl-1/Bid-Dy647 peptide binding, 1536-well. 0.97% of 220,000 active. inhibition, % at 21.7 µM;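 active = compounds that cut the binding signal by more than half at the single screening dose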;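 note: His-tagged Mcl-1 with europium anti-His antibody binding Bid BH3 peptide; 0% = Mcl-1 plus peptide wells and 100% = peptide-only wells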
Target sequence (Q07820 whole entry, looked up): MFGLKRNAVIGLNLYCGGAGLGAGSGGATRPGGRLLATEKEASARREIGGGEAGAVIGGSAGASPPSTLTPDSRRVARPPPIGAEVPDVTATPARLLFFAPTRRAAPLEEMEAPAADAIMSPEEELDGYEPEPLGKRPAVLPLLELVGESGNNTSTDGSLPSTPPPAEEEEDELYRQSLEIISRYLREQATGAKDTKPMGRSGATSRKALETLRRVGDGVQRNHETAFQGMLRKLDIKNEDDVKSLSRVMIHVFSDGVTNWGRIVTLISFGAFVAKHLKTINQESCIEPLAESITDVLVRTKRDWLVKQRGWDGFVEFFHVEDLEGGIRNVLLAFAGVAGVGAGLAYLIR
Cdc42 wt = changes GTP binding to wildtype human Cdc42 | AID 761 | GST-Cdc42 beads, Bodipy-GTP binding, flow cytometry; actives lie on both sides | percent activity (GTP binding), % at 10 µM | P60953 | 0.2% of 190,000 active;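 active = percent activity GTP binding at least 20 points away from the 100% baseline, either down as inhibitor or up as activator; inconclusive = compound flagged as likely green fluorescent from well-wide comparison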;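 note: median bead fluorescence of bound Bodipy-FL-GTP at 100 nM; 0% = excess unlabeled GTP control and 100% = no compound control; below 100% means less GTP binding so inhibitor and above means activator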
Target sequence (P60953 whole entry, looked up): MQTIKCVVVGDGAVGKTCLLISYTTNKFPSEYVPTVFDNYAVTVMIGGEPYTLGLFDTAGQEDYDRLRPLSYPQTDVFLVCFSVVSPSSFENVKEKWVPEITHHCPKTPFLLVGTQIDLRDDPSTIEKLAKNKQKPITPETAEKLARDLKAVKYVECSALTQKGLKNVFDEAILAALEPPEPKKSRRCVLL
Mcl-1 Bim block = disrupts Bim peptide binding to human Mcl-1. Q07820. Bead-based flow cytometry, Bim peptide-Mcl-1 binding. inhibition, % at 10 µM. 0.1% of 190,000 active. AID 1009; in the data active = inhibition above about 40%;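 note: 0% = no compound tracer wells and 100% = peptide blocker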
Mcl1-Noxa inh = Mcl-1/Noxa interaction inhibition | Q07820 | TR-FRET Mcl-1/Noxa peptide binding, 2 h | inhibition, % at 21.7 µM | 1.5% of 220,000 active | AID 1022;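 active = compounds that cut the protein-peptide binding signal by more than 50% relative to plate controls in a single-dose test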;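 note: His-tagged Mcl-1 with rhodamine Noxa BH3 peptide and terbium anti-His antibody; 0% = Mcl-1 plus Noxa peptide wells and 100% = peptide-only wells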
Pf gamet viab = inhibitors of late stage P. falciparum gametocyte viability. P. falciparum stage V gametocytes, ATP luminescence, 24 h. inhibition, % at 10.9 µM. 0.065% of 150,000 active. AID 743093;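 active = inhibition above the mean plus 3 SD of compounds within the control limits, set per campaign, cut at about 38% in these data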;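 note: 0% = DMSO wells and 100% = medium only without gametocytes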
Rab2 wt GTP = changes GTP binding to wildtype dog Rab2A, up or down; P61105; GST-Rab2 wt beads, Bodipy-GTP binding, flow cytometry; GTP binding activity, % at 10 µM; 0.19% of 190,000 active; AID 760;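 active = GTP binding activity at least 20 points away from 100%, either lowered or raised; inconclusive = signal likely due to the compound's own green fluorescence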;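 note: 0% = beads with excess unlabeled GTP and 100% = no-compound control corrected for plate trend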
HRas wt GTP = human HRas wildtype GTP binding, change in either direction; GST-Ras wt beads, Bodipy-FL-GTP binding, flow cytometry; actives lie on both sides; GTP binding activity, % at 10 µM; 0.14% of 190,000 active; AID 759;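 active = GTP binding activity at least 20% away from the 100% baseline, either lowered as inhibitor or raised as activator; inconclusive = flagged as likely green fluorescent, judged across all proteins in the well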;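 note: 0% = unlabeled GTP competition control and 100% = no-compound control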
Target sequence (P01112 whole entry, looked up): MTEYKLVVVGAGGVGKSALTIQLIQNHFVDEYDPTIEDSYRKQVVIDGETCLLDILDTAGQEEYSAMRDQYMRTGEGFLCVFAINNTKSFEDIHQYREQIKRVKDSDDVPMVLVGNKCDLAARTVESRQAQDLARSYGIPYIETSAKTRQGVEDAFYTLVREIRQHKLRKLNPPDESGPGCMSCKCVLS
Rab7 wt modul = alters GTP binding to wildtype dog Rab7. GST-Rab7 beads, fluorescent GTP binding, flow cytometry; actives lie on both sides; untreated = 100%, excess cold GTP = 0%. GTP binding activity (percent of control), % at 10 µM. 0.055% of 190,000 active. AID 758;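 active = fluorescent GTP binding to Rab7 beads changed by at least 20 points from the 100% baseline, either direction, mostly lower; inconclusive = compound itself probably fluorescent, or too few beads counted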;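 note: median green fluorescence of bound Bodipy-FL-GTP per Rab7 bead population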
Rac1 act GTP bind = human Rac1 activated mutant GTP binding change; AID 764; percent activity (GTP binding), % at 10 µM; GST-Rac1 activated beads, fluorescent GTP binding, flow cytometry; actives lie on both sides; 100% means binding = to untreated wells; 0.11% of 190,000 active; P63000;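 active = GTP binding at least 20 percentage points away from the 100% baseline, in either direction, so actives lie on both sides; inconclusive = Compound likely fluorescent itself, or too few beads counted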
RGS8-Gao = human RGS8-Galphao interaction regulation. P09471. multiplexed bead flow cytometry, RGS8-Galphao binding; actives lie on both sides. response (percent of control binding), % at 10 µM. 0.34% of 220,000 active; in the data active = response below about 60% or above about 140%; inactive = in between;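 note: Galphao activated as the GDP aluminium fluoride complex binding bead-coupled RGS8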
Target sequence (P09471 whole entry, looked up): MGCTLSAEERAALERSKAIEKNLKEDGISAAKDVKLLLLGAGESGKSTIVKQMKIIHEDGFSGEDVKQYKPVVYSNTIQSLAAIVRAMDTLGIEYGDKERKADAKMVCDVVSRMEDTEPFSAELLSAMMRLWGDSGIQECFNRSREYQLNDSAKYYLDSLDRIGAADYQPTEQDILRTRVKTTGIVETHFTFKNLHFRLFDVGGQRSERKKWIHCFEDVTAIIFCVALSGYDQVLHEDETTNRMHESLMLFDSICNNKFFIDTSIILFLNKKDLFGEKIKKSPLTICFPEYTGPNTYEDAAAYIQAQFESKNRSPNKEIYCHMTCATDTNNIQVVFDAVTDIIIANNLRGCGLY
Active calls of the source: *; ? = inconclusive; / = not tested or not shown. Rows are unselected; 2.9% or so of the library scored in one or more.

SMILES	Rac1 wt GTP bind	Mcl1-Bid inh	Cdc42 wt	Mcl-1 Bim block	Mcl1-Noxa inh	Pf gamet viab	Rab2 wt GTP	HRas wt GTP	Rab7 wt modul	Rac1 act GTP bind	RGS8-Gao
Cc1cc(C)c(OCC(=O)Nc2nc3ccccc3[nH]2)c(C)c1	?	-6	?	-2	9	-27	?	?	?	?	106
O=c1c2ccccc2nnn1CSc1nnc2ccccn12	107	3	104	0	3	-18	102	102	103	98	100
COC(=O)c1cccc(S(=O)(=O)N2CCOCC2)c1	106	-2	105	-1	-244	/	106	107	103	100	80
COc1cccc(C(=O)NC2CCCC2)c1	102	-11	97	-2	-20	9	95	96	96	99	101
C/C(CC(=O)NCCCN1CCOCC1)=N\NC(=O)COc1ccc(C)cc1	99	-41	100	-2	5	5	100	99	99	99	112
COc1cc(C2C(C#N)=C(N)Oc3n[nH]c(-c4ccncc4)c32)cc(OC)c1OC (stereo not given)	103	-37	100	-2	3	/	98	99	98	97	100
Cc1ccccc1-n1nnnc1SCC(=O)N(C)C1CCS(=O)(=O)C1 (stereo not given)	97	-8	95	4	0	/	95	96	98	94	99
Cc1cc2ncn(CC(O)COc3cccc(C(=O)O)c3)c2cc1C (stereo not given)	94	-30	97	-2	10	-2	94	97	98	94	101
Cc1ccc(C)c(NC(=O)c2ccccn2)c1	96	-20	96	0	5	/	95	99	95	96	101
CCOc1nc(NCCO)nc(Nc2ccccc2F)n1	98	-20	97	1	2	-16	97	98	103	95	100
COCCN(C(=O)c1ccccc1)c1nnc(-c2cccnc2)s1	104	-9	107	3	5	10	103	104	101	101	102
C=CCc1cccc(/C=N/NC(=O)CNc2ccccc2)c1O	93	-12	96	0	2	/	94	96	94	90	101
CS(=O)(=O)N(CC(=O)N1CCCCC1)c1sc2c(c1C#N)CCCC2	101	-5	101	1	9	15	99	98	101	99	104
O=C(Nc1ccccc1Cl)c1ccc(-n2cccn2)c([N+](=O)[O-])c1	100	-25	94	2	7	3	97	96	108	98	99
CC(C)NCCOCCSc1ccc(Cl)cc1	101	17	101	-3	24	/	100	101	99	98	103
Oc1cc(NCc2cccnc2)ccc1-c1nc2ccccc2o1	101	-14	97	1	9	-4	100	101	99	97	100
Cc1csc(Cn2c(CN(C)C)nc3ccccc3c2=O)n1	103	3	103	0	-15	-4	102	102	100	99	102
COc1cccc(/C(C#N)=C/c2c(-c3ccc(Cl)cc3)nc3c(C)cccn23)c1	108	-26	103	0	-7	0	98	101	101	101	103
COc1ccc(OC)c(NC(=O)CSC2=NCCS2)c1	103	-1	97	0	7	-7	98	97	102	98	100
CCCCOc1cccc(C2C(C(=O)c3cccs3)=C(O)C(=O)N2Cc2cccnc2)c1 (stereo not given)	92	-36	93	0	9	16	94	96	101	94	108
CC1(C(=O)O)CC(C)(C(=O)O)CC(C)(C(=O)O)C1 (stereo not given)	107	-7	110	-1	6	/	112	108	99	104	103
CNc1nc(C)c(C(=O)OCC(=O)OC)s1	98	-40	99	0	-17	/	98	100	98	98	99
O=C(O)C(=O)/C(=C\c1cccc(Cl)c1)c1ccc2ccccc2n1	100	-16	94	2	26	-5	95	94	99	92	101
O=c1oc2ccccc2cc1-c1ccc(O)cc1O	103	-1	98	-3	-1	-16	98	98	98	99	99
CCCN1C[C@H](CSC)C[C@@H]2c3cccc4[nH]cc(c34)C[C@H]21	101	-5	101	-3	17	/	98	101	102	97	90
Cc1cccc(NC(=S)N(CCCN2CCOCC2)C(C)c2cc3ccccc3o2)c1C (stereo not given)	103	-42	104	-1	-1	5	98	101	96	97	101
CN(c1cccc(NC(=O)c2ccccc2N(C)S(=O)(=O)c2ccccc2)c1)S(C)(=O)=O	104	-22	100	-2	2	-2	100	101	100	101	92
CCc1ccc(-n2c(CSc3nnnn3-c3ccccc3)nc3ccccc3c2=O)cc1	110	-12	104	-1	-14	-9	101	103	105	102	101
COc1ccccc1NS(=O)(=O)c1cccc2cccnc12	106	-15	102	-3	-15	/	100	102	102	101	106
CCOC(=O)N(Cc1ccccc1)C(C(=O)O)C(C(=O)O)N(Cc1ccccc1)C(=O)OCC (stereo not given)	98	-6	100	13	10	-5	97	100	96	97	99
FC(F)(F)c1cnc(Sc2ncn[nH]2)c(Cl)c1	93	-23	93	0	0	28	94	93	90	93	100
Cc1nn(Cc2ccccc2)c(C)c1NC(=O)CSc1nc(C2CC2)nc2c1cnn2-c1ccccc1	90	63*	92	0	3	/	88	89	91	90	92
CC12CCC(C(=O)NCc3cccnc3)(OC1=O)C2(C)C (stereo not given)	103	-1	100	-3	5	/	98	100	98	99	100
O=C(NNC1=NCCC1)c1cccc(S(=O)(=O)N2CCOCC2)c1	106	-12	100	-6	7	/	100	103	101	101	107
COC(=O)c1cccc(NC(=O)c2nn(C(C)C)c(=O)c3ccccc23)c1	94	3	96	-2	-156	-4	95	97	100	95	99
COc1ccc(-c2cc3ccccc3oc2=O)cc1NC(=S)NC(=O)c1ccc2c(c1)OCCO2	99	-3	100	-4	-47	/	97	101	99	98	100
O=C(COC(=O)C1CC2C=CC1C2)NCc1ccccc1Cl (stereo not given)	102	-4	106	0	8	-22	98	101	99	102	108
COc1ccc(OC)c(-c2csc(NC(=O)Cn3[nH]c(=O)c4ccccc4c3=O)n2)c1	91	-14	93	-4	42	-24	91	92	93	98	106
COc1ccc(NC(=O)c2cc(C(C)C)on2)cc1OC	100	-2	102	0	-10	/	100	100	98	98	101
CC(C)COC(=O)NCCCOC(=O)Nc1ccccc1	?	-1	?	-3	9	/	?	?	?	?	103
O=C(c1coc(=O)c(Br)c1)N1CCOCC1	106	-31	107	27	44	/	104	105	104	100	104
CC(=O)Nc1ccc(NC(=O)C(C)OC(=O)CCc2nc3ccccc3s2)cc1 (stereo not given)	103	-8	100	-6	-5	7	99	99	98	96	99
C=CCSc1nc(N)c(C(=O)Nc2ccccc2C)cc1C(N)=O	99	0	99	0	10	-6	98	98	99	97	98
COc1ccc(S(=O)(=O)N2CCCCC2)cc1NS(=O)(=O)c1cc(Cl)ccc1Cl	96	-1	93	0	12	-8	93	98	99	94	89
Cc1cc(C)n2nc(C(=O)NC(C)(C)C)nc2n1	93	-10	97	0	/	/	97	97	95	96	102

Three of the entries above in order of their number in Mcl1-Bid inh, rising:
SMILES	Mcl1-Bid inh
COc1ccccc1NS(=O)(=O)c1cccc2cccnc12	-15
CS(=O)(=O)N(CC(=O)N1CCCCC1)c1sc2c(c1C#N)CCCC2	-5
CC12CCC(C(=O)NCc3cccnc3)(OC1=O)C2(C)C (stereo not given)	-1

Other records follow:
SMILES	Rac1 wt GTP bind	Mcl1-Bid inh	Cdc42 wt	Mcl-1 Bim block	Mcl1-Noxa inh	Pf gamet viab	Rab2 wt GTP	HRas wt GTP	Rab7 wt modul	Rac1 act GTP bind	RGS8-Gao
COc1ccccc1-c1c(C)nn2c(N3CCN(c4ccccc4OC)CC3)cc(C)nc12	100	-26	95	-5	2	/	96	94	94	96	99
Nc1nc(CN2CCCCCC2)nc(Nc2ccc(F)cc2)n1	112	-39	109	0	-3	/	102	105	101	105	102
COc1ccc(S(=O)(=O)n2nc(OC(C)=O)cc2N)cc1	95	-16	94	2	-5	/	95	95	102	95	96
CCCCN1C=C(C(=O)OC)C(c2ccccc2C(F)(F)F)C(C(=O)OC)=C1	108	-18	100	-1	-12	/	101	103	104	98	100
O=C1C=CC(O)(c2cc(=O)c3c(O)cc(O)cc3o2)C=C1	102	-10	101	-1	14	-21	100	97	99	98	100
CCOc1ccc2c(C)c(C)c(=O)oc2c1OCC	95	11	98	0	15	4	95	95	93	95	99
O=C1c2ccccc2-c2nc3ncnn3c(-c3ccccc3Cl)c21	103	15	99	-1	2	/	101	101	100	97	102
CC(C)N(Cc1cc2ccccc2[nH]c1=O)C(=O)C1CCCCC1	107	-21	107	-3	4	/	101	106	101	100	103
CCCn1c(=O)[nH]c(=O)c2c1nc(-c1ccccc1OC(F)F)n2CCOC	100	-11	100	-2	7	/	99	98	98	97	101
O=C(O)CC1SC(=Nc2cccc(O)c2)NC1=O (stereo not given)	100	-3	101	0	18	/	100	100	103	98	103
COc1ccccc1COC(=O)N/C=C/c1ccco1	95	-30	95	1	-2	-8	93	97	92	95	99
O=C(Cn1cc2c(n1)CCCCC2)NCCN1CCOCC1	105	-13	103	-2	-11	/	101	102	102	100	109
CCOC(=O)COc1cc2c(C(=O)OCC)c(C)oc2cc1Br	99	2	98	0	7	20	97	98	97	96	102
Cc1nn(C)c(Cl)c1/C=N/OC(=O)c1ccc(F)cc1	101	-20	98	0	8	-24	98	101	96	97	101
COc1ccc(-c2cc(C(=O)OCC(=O)N(C)C)c3ccccc3n2)cc1	93	50	96	0	26	/	93	95	92	94	98
N#Cc1nc(-c2ccc(OCc3ccccc3)cc2)oc1N1CCOCC1	99	-3	98	-1	-1	/	97	99	97	98	101
CN(C)S(=O)(=O)c1ccc(Cl)c(NC(=O)CSc2nc3c(cc2C#N)C(=O)CCC3)c1	98	-24	97	-2	-23	10	100	100	101	98	105
CCC(C)(C(=O)NC1CCCCC1)N(Cc1cccs1)C(=O)c1ccccn1 (stereo not given)	101	1	98	0	4	21	100	98	97	97	104
CC(C)C[C@H](NC(=O)Nc1cccc(Cl)c1)C(=O)O	109	-8	104	-2	13	/	102	105	103	100	99
COc1ccc(Oc2ccc(NC(=O)c3ccccc3C)cc2)cc1	101	-21	97	0	3	-17	100	100	102	97	103
O=C1CN(C(=O)COc2cccc(F)c2)c2ccccc2N1	100	-12	102	-5	0	7	99	100	99	98	105
Fc1ccccc1CNc1cc(Cl)cc(Cl)c1	97	-9	100	1	8	/	98	99	97	91	100
Cc1nonc1CN(C)C(=O)c1ccc(OC2CCN(Cc3ccccn3)CC2)cc1	98	-49	100	-1	-38	8	97	96	97	96	100
CC(=O)/C(=N/Nc1ccccc1C)N1CCOCC1	94	4	96	1	4	-32	94	96	98	96	103
COc1cccc(-n2nc3c(=S)[nH]nc(C)c3c2C)c1	100	-40	103	-6	8	/	104	104	106	99	103
CN1CC2(C)CN(C(c3ccccc3)c3ccccc3)CC(C)(C1)C2O (stereo not given)	96	-54	94	-5	-2	1	91	96	94	92	92
CS(=O)(=O)N1CCN(c2ccc([N+](=O)[O-])c(NCc3cccnc3)c2)CC1	104	-26	97	-3	4	-7	99	97	108	96	100

Look-ups from the entries so far.
Reading of CS(=O)(=O)N1CCN(c2ccc([N+](=O)[O-])c(NCc3cccnc3)c2)CC1 under Mcl1-Bid inh: -26
Reading of O=C1CN(C(=O)COc2cccc(F)c2)c2ccccc2N1 under Mcl1-Noxa inh: 0
